# Screening results deposited in PubChem by several laboratories.
# NOD2 RIPK2 PPI – NOD2-RIPK2 protein interaction inhibition; O43353; CHO BLA complementation NOD2-RIPK2, CCF4 ratio; inhibition, % at 4.98 µM; 360,000 tested, 0.38% active; AID 624267; in the data active = inhibition above about 21%;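 note: 0% = vehicle only and 100% = reference blocker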
# Target sequence (O43353 whole entry, looked up): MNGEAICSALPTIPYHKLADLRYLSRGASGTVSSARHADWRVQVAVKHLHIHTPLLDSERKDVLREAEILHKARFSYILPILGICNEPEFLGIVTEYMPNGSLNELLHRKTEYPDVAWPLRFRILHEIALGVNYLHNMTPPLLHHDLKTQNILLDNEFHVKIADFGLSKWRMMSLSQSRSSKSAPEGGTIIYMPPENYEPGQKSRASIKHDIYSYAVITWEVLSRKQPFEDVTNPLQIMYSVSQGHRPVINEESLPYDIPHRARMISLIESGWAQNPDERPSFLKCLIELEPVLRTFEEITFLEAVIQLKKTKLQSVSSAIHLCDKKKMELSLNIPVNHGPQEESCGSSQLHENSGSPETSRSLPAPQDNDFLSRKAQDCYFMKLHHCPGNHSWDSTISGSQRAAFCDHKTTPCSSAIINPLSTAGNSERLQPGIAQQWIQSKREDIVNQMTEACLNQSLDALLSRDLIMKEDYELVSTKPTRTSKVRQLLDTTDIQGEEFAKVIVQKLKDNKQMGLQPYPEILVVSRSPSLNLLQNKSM
# TRAIL sens C8 – sensitizes caspase-8 expressing cells to TRAIL | NB7+C8 cells + TRAIL, ATPlite viability luminescence | inhibition (viability loss, TRAIL sensitization), % at 10 µM | 360,000 tested, 1% active | AID 624354;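 active = compounds causing at least 50% loss of cell viability in the single-dose screen, relative to plate controls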
# NR5A2 inv ag – suppresses constitutive activity of human LRH-1 | inhibition, % at 3.6 µM | AID 602396 | 360,000 tested, 0.13% active | HEK293T StAR-luciferase reporter, LRH-1 transfected, 24 h | O00482;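 active = inhibition above the mean inhibition of all tested compounds plus 3 SD, cut at about 73% in these data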;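 note: 0% = DMSO wells and 100% = reporter-only cells lacking LRH-1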
# COUP-TFII inh – inhibitors of human COUP-TFII (NR2F2); HEK293T NGFI-A luciferase reporter, luminescence; inhibition, % at 8.6 µM; 370,000 tested, 0.7% active; P24468; AID 686940;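 active = inhibition above a per-plate cutoff, mean inhibition of test wells between control levels plus 3 SD, cut at about 38% in these data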;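 note: cells cotransfected with COUP-TFII expression vector driving the NGFI-A reporter; 0% = median of COUP-TF2 test wells and 100% = reporter-only cells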
# Target sequence (P24468 whole entry, looked up): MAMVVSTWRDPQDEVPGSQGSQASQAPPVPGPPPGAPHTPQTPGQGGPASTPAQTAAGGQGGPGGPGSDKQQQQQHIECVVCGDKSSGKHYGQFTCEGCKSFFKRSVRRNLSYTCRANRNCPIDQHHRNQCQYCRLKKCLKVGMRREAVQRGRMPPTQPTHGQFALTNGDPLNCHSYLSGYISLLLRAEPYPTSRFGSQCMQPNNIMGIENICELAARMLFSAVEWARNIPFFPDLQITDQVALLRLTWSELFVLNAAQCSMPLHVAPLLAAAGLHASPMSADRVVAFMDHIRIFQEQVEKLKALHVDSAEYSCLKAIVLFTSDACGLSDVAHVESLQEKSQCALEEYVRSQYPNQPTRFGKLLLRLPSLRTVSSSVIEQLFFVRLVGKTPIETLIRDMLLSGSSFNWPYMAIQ
# NCOA3 inh – inhibitors of human steroid receptor coactivator 3 (SRC3); Q9Y6Q9; HEK293 GAL4-SRC3 luciferase reporter, luminescence; inhibition, % at 3.6 µM; 360,000 tested, 0.17% active;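 active = inhibition above a per-campaign cutoff, the mean of all compounds plus 3 SD, cut at about 60% in these data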;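 note: 0% = DMSO-treated cells and 100% = gossypol-treated cells at 36 µM; higher means less SRC3-driven luciferase light from the GAL4 reporter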
# SRC1 inh – inhibitors of human steroid receptor coactivator 1 (SRC1); Q15788; HEK293 GAL4-SRC1 luciferase reporter, luminescence; inhibition, % at 3.6 µM; 360,000 tested, 0.12% active; AID 588354;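 active = inhibition above the campaign mean plus 3 SD, with each screening campaign given its own cutoff, cut at about 60% in these data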;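 note: 0% = DMSO treated cells and 100% = gossypol at 36 µM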
# TROY NFkB inh – inhibitors of TROY-dependent NF-kB signaling | Q293 LMP1-TROYcd NF-kB luciferase reporter, 4 h | inhibition, % at 10 µM | 360,000 tested, 0.98% active;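 active = compounds whose plate-normalised and pattern-corrected inhibition of the luciferase reporter signal at the single screening dose is 50% or more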
# TWEAK Fn14 block – inhibitors of TWEAK-Fn14 interaction signaling | TWEAK-stimulated Fn14 reporter cells, luciferase luminescence, 8 h | inhibition, % at 10 µM | 360,000 tested, 2% active | AID 1159606; in the data active = inhibition above about 50%
# LMP1 NFkB inh – Epstein-Barr LMP1 NF-kappaB reporter inhibition. 350,000 tested, 0.69% active. inhibition, % at 12.5 µM. AID 504558. LMP1-induced NF-kappaB luciferase reporter cells, luminescence; in the data active = inhibition above about 41%;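 note: 0% = neutral control wells and 100% = reference inhibitor control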
# TLR9-MyD88 block – TLR9-MyD88 interaction inhibition. Q9NR96+Q99836. CHO BLA complementation TLR9-MyD88, CCF4 FRET ratio. inhibition, % at 4.98 µM. 340,000 tested, 0.21% active;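 active = inhibition above the mean over all tested compounds plus 3 SD, cut at about 21% in these data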;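 note: 0% = DMSO only wells and 100% = clavulanate BLA inhibitor control wells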
# SRC2 inh – inhibits human steroid receptor coactivator 2; Q15596; 370,000 tested, 0.17% active; AID 651957; HEK293 GAL4-SRC2 luciferase reporter, luminescence; inhibition, % at 9 µM;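 active = inhibition above the mean inhibition of all tested compounds plus 3 SD, set per campaign, cut at about 52% in these data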;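 note: 0% = DMSO treated cells and 100% = cells given Gossypol at 36 µM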
# Starred values were filed as active, the others as inactive; . = no result given. An excerpt; the hit share may differ from the screen's.
# A first look, 2 compounds:
SMILES,NOD2 RIPK2 PPI,TRAIL sens C8,NR5A2 inv ag,COUP-TFII inh,NCOA3 inh,SRC1 inh,TROY NFkB inh,TWEAK Fn14 block,LMP1 NFkB inh,TLR9-MyD88 block,SRC2 inh
O=C1CCNCCN1[C@H](CO)c1ccccc1,-12,-4,18,2,-5,2,5,-17,2,-2,11
CCC1(C)CC(c2csc(N)n2)CCO1 (stereo unspecified),-9,2,-3,-2,5,-15,-23,-7,-2,2,-16

# Results, previewed entries included:
SMILES,NOD2 RIPK2 PPI,TRAIL sens C8,NR5A2 inv ag,COUP-TFII inh,NCOA3 inh,SRC1 inh,TROY NFkB inh,TWEAK Fn14 block,LMP1 NFkB inh,TLR9-MyD88 block,SRC2 inh
O=C1CCNCCN1[C@H](CO)c1ccccc1,-12,-4,18,2,-5,2,5,-17,2,-2,11
CCC1(C)CC(c2csc(N)n2)CCO1 (stereo unspecified),-9,2,-3,-2,5,-15,-23,-7,-2,2,-16
Cc1ccc(NC(=O)C(=O)c2ccc(C)cc2)cc1,-4,7,-130,-64,-111,-113,5,-20,-11,-11,-49
COc1ccc(OC)c(NC(=O)c2ccc(NS(=O)(=O)c3c(C)noc3C)cc2)c1,5,11,-4,-7,18,1,5,6,-5,8,-29
CCN(C(=O)CSc1nnc(-c2cccs2)n1CC)C1CCS(=O)(=O)C1 (stereo unspecified),0,-7,2,9,12,1,1,-3,6,-4,-14
COCc1c(C(=O)OCc2c(C)noc2C)oc2ccccc12,-12,1,-3,8,4,3,5,11,4,-5,10
O=C(C1CCCN(Cc2cccc(F)c2)C1)N1CCCCC1 (stereo unspecified),7,5,0,-6,8,-4,5,3,5,3,-33
O=C(NCc1ccccc1)c1sc(=S)n2c1[nH]c(=O)c1ccccc12,2,-6,6,0,7,-16,45,-40,2,9,-15
COc1ccc(C(=O)Oc2cccc(Nc3ncnc4ccccc34)c2)cc1OC,7,32,11,17,3,-8,54*,82*,34,1,12
CSc1cccc(NC(=O)c2ccccc2N(C)S(C)(=O)=O)c1,12,-15,-10,-10,-15,-2,-11,6,-6,1,9
Cc1ccccc1OCCN1CCCC1,4,-9,-9,7,-11,8,10,-4,8,-7,-16
C#Cc1ccc([C@@H]2C=C(C(=O)O)O[C@H](OCCCCO)C2)cc1,1,16,12,-14,-16,-34,-38,-4,6,-11,15
CCOC(=O)c1sc(C)c2c1NC1(CCCCC1)NC2=O,-4,-6,10,5,14,4,24,8,6,3,6
Cc1ccc(C(=O)OC/C(O)=C(\C#N)c2nc3ccccc3[nH]2)cc1S(=O)(=O)N1CCOCC1,-1,0,2,9,-9,-5,9,11,9,-16,-6
CCN1CCCC1CNC(=O)CN1C(=O)COc2ccc(C)cc21 (stereo unspecified),1,-4,-8,-23,-1,9,-6,-24,9,-1,18
COc1ccccc1CNC(=O)C(CCSC)NS(=O)(=O)c1ccc2c(c1)oc(=O)n2C (stereo unspecified),-9,-4,-6,5,-9,-10,32,0,-7,1,-16
c1ccc(COc2cccc(CNCc3ccccn3)c2)cc1,-7,-2,-27,4,-14,-4,-41,-20,9,-7,-1
COCCNC(=O)Cn1cc(C(=O)c2ccco2)c2ccccc21,7,8,-10,9,-7,-1,-4,14,-2,8,-27
COc1ccc(-n2nc(C(=O)Nc3nc4ccc(OC)cc4s3)c3ccccc3c2=O)cc1,-5,14,-3,-25,10,7,17,-17,9,-6,-8
CC(=O)c1ccc(NC(=O)COc2ccc3c(c2)OCO3)cc1,-1,-1,2,-12,-6,3,7,-40,-4,-1,-27
COc1ccc(S(=O)(=O)Nc2cccc3c2O[C@H](CN(C)S(=O)(=O)c2ccc(OC)cc2)[C@@H](C)CN([C@H](C)CO)C3=O)cc1,2,7,-11,10,2,-6,-2,-5,5,-8,9
COC(=O)c1cc2c(ccn2-c2ccc(F)cc2)n1CC(=O)N1CCN(C(=O)c2ccco2)CC1,-5,0,1,3,2,-2,12,25,3,-7,-31
CCOc1ccc(N(CC(=O)O)S(=O)(=O)c2cccnc2)cc1,-2,-3,-9,4,1,7,-15,19,-2,-1,-13
COc1ccccc1Sc1nc(-c2ccccn2)ncc1OC,-5,-2,0,17,14,-33,4,-23,9,12,14
COc1cccc(Nc2nc(-c3cccnc3)cs2)c1,0,5,-64,-43,-116,-103,-43,0,-4,-3,-65
CN(Cc1ccccc1)C(=O)COC(=O)C1CCN(S(=O)(=O)c2cccs2)CC1,-7,28,-4,4,14,3,-14,-5,-10,.,9
CC(C)Cn1c(C23CC4CC(CC(C4)C2)C3)n[nH]c1=S,9,-6,-9,-10,7,-1,-2,-3,-1,2,21
O=C(O)C1CN(C(=O)c2ccccc2)c2cc(Cl)ccc2O1 (stereo unspecified),-8,3,-3,9,-20,-2,12,10,-1,3,-40
Cc1ccc(-c2nnc(COC(=O)c3cccs3)o2)cc1,-12,-12,-38,-33,-31,-15,-56,-27,-23,-2,-87
COc1ccc(N2C(=O)CC(NC3CCCCNC3=O)C2=O)cc1 (stereo unspecified),1,-10,-41,-13,2,-15,-8,2,-7,7,-7
CN(C)c1ccc(-c2nc3cc(N)ccc3o2)cc1,1,83*,-107,-15,-59,-89,-29,74*,37,-1,-23
CC(C)(C)n1nnnc1C(c1cccc(C#N)c1)N1CCCCCC1 (stereo unspecified),-22,1,23,3,-8,4,-14,-10,6,7,-7
Nc1nc2nc(-c3ccc(Cl)cc3)cc(C(F)(F)F)n2n1,1,-8,-36,.,-4,0,4,-22,-2,0,.
CC(=O)Oc1ccc2c(=O)c(N3C(=O)c4ccccc4C3=O)c(C)oc2c1C,-3,-1,-12,10,10,15,2,-7,-9,-6,10
Nc1nonc1-n1nnc(C(=O)N/N=C/c2c(Cl)cccc2Cl)c1CN1CCOCC1,8,-6,1,-12,8,-5,-7,8,0,1,1
C=CCn1c(SCc2cc(=O)n3cc(C)ccc3n2)nnc1-c1ccc(F)cc1,-10,16,-5,11,9,-6,-10,7,7,-12,-26
Cn1c(-c2ccccc2)cnc1NCc1cc(Cl)ccc1O,8,-2,-19,-5,-11,-20,0,-6,-7,3,-10
CCCCn1c(SCC(=O)N2CCCC2)nc2cc(S(N)(=O)=O)ccc21,-2,15,-7,2,15,-15,1,8,6,1,-3
COc1ccc(NC(=O)NS(=O)(=O)c2ccc(C)cc2)cc1OC,0,-3,-11,-5,6,-15,-2,-13,-5,-3,10
CC(C)C[C@@H]1Cc2[nH][nH]c(=O)c2[C@H](CCc2ccccc2)O1,5,-25,-16,-8,.,.,-2,17,.,.,15
Cc1nnc(NCc2cccc(Cl)c2)c2ccccc12,-1,9,13,14,-25,-26,-10,0,-8,-2,-15
Cn1c(-c2ccc(Br)cc2)cnc1NCc1ccc(C#N)cc1,8,-9,-20,10,-5,-20,2,1,-1,-6,5
Cc1nnsc1C(=O)Nc1cccc(Cl)c1C,-8,6,0,4,10,-14,-8,-11,-4,9,-23
Cc1cccc(N2CCN(S(=O)(=O)c3ccc4c(c3)CCCN4C(=O)C3CCC3)CC2)c1C,-9,10,6,1,16,-3,15,-26,-6,-5,-5
NC(=S)N/N=C1\CC(c2ccc3c(c2)OCCO3)Oc2ccc(F)cc21 (stereo unspecified),0,-4,-14,-6,26,-23,-19,5,-7,-10,-37
COc1ccc(C2=Nc3nc(-c4ccccc4)cn3C(c3ccc(OC)cc3)C2)cc1 (stereo unspecified),12,2,6,-7,0,-18,3,-16,-2,19,-1
Clc1ccc(-n2cnnn2)cc1,-4,-12,3,-1,-8,1,13,-1,-5,6,-17
COc1ccc(C(=O)CCC(=O)N2CCN(c3ccc(N4CCOCC4)nn3)CC2)cc1,-11,3,15,4,-4,-14,-3,-10,5,-5,-46
COC(=O)C1=C(N)Oc2cc(C)[nH]c(=O)c2C1c1cccnc1 (stereo unspecified),2,0,0,-3,18,-12,16,-3,12,10,2
O=C(c1cccc(S(=O)(=O)N2CCCCC2)c1)N1CCN(c2ccccc2)CC1,0,1,-6,-9,4,0,3,-9,0,10,-3
CCOC(=O)Cc1csc(NC(=S)NC(=O)c2cccc([N+](=O)[O-])c2)n1,-8,-2,-9,-5,6,-5,8,-1,-1,-13,-24
CCOc1ccc(N(C(=O)c2snc(C(N)=O)c2N)C(C(=O)NC2CCCC2)c2ccncc2)cc1 (stereo unspecified),-4,-1,-17,3,-26,5,-6,-5,-7,-6,-26
Cc1cccc(NC(=S)NNC(=O)c2ccc(Br)o2)c1,1,-6,-29,-13,1,-17,-35,-15,-6,3,-25
Clc1ccc(Cc2ccc(Cl)nn2)c(Cl)c1,-10,13,31,11,22,11,2,-1,3,5,-24
Cc1cccc(OCC(O)Cn2ccnc2C)c1 (stereo unspecified),-4,0,9,-17,9,14,10,-1,4,2,-7
COc1ccc2cc(C)c(SCC(=O)Nc3cc(C)on3)nc2c1,-7,2,-5,11,-8,-13,-6,-12,-3,-8,6

# The list continues:
SMILES,NOD2 RIPK2 PPI,TRAIL sens C8,NR5A2 inv ag,COUP-TFII inh,NCOA3 inh,SRC1 inh,TROY NFkB inh,TWEAK Fn14 block,LMP1 NFkB inh,TLR9-MyD88 block,SRC2 inh
COc1cc(C)nc(N2CCC(C(=O)NC3CCCCC3)CC2)n1,-13,21,-23,-5,22,9,-11,9,-2,-4,-8
CCCNC(=O)COc1coc(CN2CCN(c3ccccc3)CC2)cc1=O,-9,-21,9,13,12,-3,-11,5,-3,2,15
Nc1c([N+](=O)[O-])c(=O)sc2ccccc12,-8,24,4,8,8,12,1,11,-2,.,-5
Cn1cccc1Cc1nnc(SCC(=O)Nc2cccc(Cl)c2)n1-c1ccc(F)cc1,-11,-4,-8,6,2,-12,-6,36,-15,-5,6
COC(=O)C(NC(=O)CCc1c(C)nc2ncnn2c1C)C(C)C (stereo unspecified),-2,6,-5,-16,9,10,1,7,-4,-7,-3
Cc1c(NC(=S)N/N=C\c2ccccc2O)c(=O)n(-c2ccccc2)n1C,1,25,13,18,23,-27,-20,5,4,5,-2
COc1cccc(/C=C/C(=O)OCC(=O)Nc2ccc3c(c2)OCO3)c1,-6,4,-17,-8,4,2,2,20,-3,-8,18
COc1cc(C(=O)NCC(=O)N2CCN(S(=O)(=O)c3ccccc3)CC2)cc(OC)c1OC,-17,18,5,-17,19,10,0,-24,0,5,-14
COC(CNc1nc(SC)nc2sc3c(c12)CCN(C)C3)OC,-2,2,14,8,2,-9,1,9,5,-5,3
CC(=O)c1c(C)[nH]c(C(=O)COC(=O)COc2ccccc2)c1C,-5,-13,-6,10,-9,16,26,3,-3,-2,11
Cc1cc(C)cc(N2CN=c3s/c(=C\c4ccco4)c(=O)n3C2)c1,8,5,24,-11,18,-12,6,1,0,-22,1
Cc1cc(C)c(C(=O)NCC2CCCO2)c(C)c1C(=O)NCC1CCCO1 (stereo unspecified),-3,-17,13,-8,1,9,-1,-19,2,-5,-11
CCCOc1ccc(CN(CCO)CCO)cc1[N+](=O)[O-],-4,-9,8,13,16,-25,-4,3,1,-2,-18
